C2C12 statin: suppression of simvastatin myotoxicity. rescue of ATP level, % at 7.49 µM. 330,000 compounds, 0.78% hits. C2C12 myotubes + simvastatin, ATP luminescence, 48 h; scaled: DMSO 0, geranylgeraniol control 100;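 active = mean ATP rescue above about 67%, or every replicate alone reaching that limit, limit read from the data, passing the limit was not always enough; inconclusive = no clear call, values can overlap the other calls; inactive = mean under the limit and some replicate under it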;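 note: myotubes were challenged with 10 µM simvastatin during compound exposure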
PglD inh: inhibitors of Campylobacter jejuni PglD acetyltransferase | purified PglD enzyme, DTNB colorimetric CoA detection | inhibition, % at 12.5 µM | 360,000 compounds, 0.098% hits; in the data active = inhibition above about 16%, passing the limit was not always enough; inconclusive = no clear call, values can overlap the other calls; note: strong numbers were not always called active
ERp5 block: blocks human ERp5 reductase activity on insulin; 350,000 compounds, 0.05% hits; inhibition, % at 9.99 µM; ERp5 insulin aggregation, absorbance 650 nm, 90 min; AID 651711; Q15084;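 active = mean replicate inhibition above about 25%, with every replicate also reaching it, limit read from the data, passing the limit was not always enough; inconclusive = only one of those two criteria met; inactive = neither criterion met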
Target sequence (Q15084 whole entry, looked up): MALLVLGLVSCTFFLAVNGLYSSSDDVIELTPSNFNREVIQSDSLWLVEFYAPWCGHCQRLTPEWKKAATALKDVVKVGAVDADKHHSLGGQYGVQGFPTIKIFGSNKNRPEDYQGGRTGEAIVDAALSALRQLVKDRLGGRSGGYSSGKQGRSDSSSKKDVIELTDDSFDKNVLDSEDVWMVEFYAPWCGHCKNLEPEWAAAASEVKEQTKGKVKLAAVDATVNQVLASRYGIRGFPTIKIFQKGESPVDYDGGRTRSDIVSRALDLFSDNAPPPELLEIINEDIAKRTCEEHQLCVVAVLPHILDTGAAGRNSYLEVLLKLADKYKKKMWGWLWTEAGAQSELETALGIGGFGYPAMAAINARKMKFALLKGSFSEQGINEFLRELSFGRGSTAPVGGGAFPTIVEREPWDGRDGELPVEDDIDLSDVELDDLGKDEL
S100A4 MyoIIA: blocks human S100A4 binding to myosin IIA peptide; S100A4/TAMRA-MyoIIA peptide fluorescence polarization; inhibition, % at 10.7 µM; 360,000 compounds, 0.14% hits;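 active = mean inhibition of at least 70% across replicates, with every replicate also reaching that level; inconclusive = mean inhibition reaches 70% but some replicates fall short; inactive = mean inhibition below 70%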
Target sequence (P26447 whole entry, looked up): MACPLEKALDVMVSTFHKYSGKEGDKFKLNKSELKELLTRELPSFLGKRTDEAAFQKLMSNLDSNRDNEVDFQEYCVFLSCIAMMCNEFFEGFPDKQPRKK
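Material: S100A4 monomer protein | Medium: HEPES pH 7.2 with CaCl2, KCl, NaCl, DTT, Triton | Reagent: Labelled myosin peptide probe, 5 nM | Doses: One dose per compound | Times: 5 min incubation before reading | Benchmarks: Neutral control DMSO, positive control TFP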
E-selectin induc: induces E-selectin expression in human endothelial cells | 260,000 compounds, 0.37% hits | P16581 | activation, % at 7.58 µM | HUVEC E-selectin immunofluorescence imaging; normalized: neutral wells 0, TNF-alpha wells 100 | AID 686992;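 active = mean E-selectin-positive cell signal at least 10% of the positive control, reached in at least 60% of replicates, without over 20% cell loss; inconclusive = no rule given, readout overlaps actives, possibly toxicity-flagged; inactive = the rest, including those meeting only one limit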;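 note: in these data hits start at about 27%; measured in HUVEC primary endothelial cells; signal is the percent of cells scored E-selectin positive by PE staining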
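System: HUVEC / Compound: single concentration / Signal: immunofluorescence imaging / Read-out: percent E-selectin-positive cells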
SIRT5 block: sirtuin-5 (human) deacylase inhibition; Q9NXA8; Purified SirT5, succinyl-peptide AMC, trypsin-coupled fluorescence; inhibition, % at 15 µM; 330,000 compounds, 1.1% hits; AID 652115; in the data active = inhibition above about 15%; inconclusive = no clear call, values can overlap the other calls
Target sequence (Q9NXA8 whole entry, looked up): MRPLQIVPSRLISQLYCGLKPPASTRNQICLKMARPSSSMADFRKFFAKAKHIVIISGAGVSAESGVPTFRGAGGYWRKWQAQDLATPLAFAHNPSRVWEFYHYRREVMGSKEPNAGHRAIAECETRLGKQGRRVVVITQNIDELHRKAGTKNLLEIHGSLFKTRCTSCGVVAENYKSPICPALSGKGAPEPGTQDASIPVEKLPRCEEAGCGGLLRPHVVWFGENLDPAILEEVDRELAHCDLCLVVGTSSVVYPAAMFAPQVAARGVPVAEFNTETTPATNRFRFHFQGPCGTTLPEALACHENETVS
DENV2 CPE: DENV2-induced cell death inhibition | DENV2-infected cells, cytopathic effect rescue, plate reader | CPE inhibition, % at 9.99 µM | 350,000 compounds, 1.7% hits; in the data active = CPE inhibition above about 20%, passing the limit was not always enough; inconclusive = no clear call, values can overlap the other calls; tested in BHK-21 cells;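 note: 0% = median of neutral control wells and 100% = median of positive control wells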
Numbers without * were called inactive; u = inconclusive; x = not tested or not shown; & = joins results of further samples; ! = a repeat was not active. This is a subset; count on the stated rates, not on these rows.

molecule	C2C12 statin	DENV2 CPE	ERp5 block	E-selectin induc	S100A4 MyoIIA	PglD inh	SIRT5 block
O=C(O)CCC(=O)Nc1sc2c(c1C(=O)Nc1ccccc1)CCCCC2	x	-4	2	0.2	-3	x	-3
Cc1cnc(C(=O)OCC(=O)N2c3ccccc3CC2C)cn1 (centres undefined)	x	x	0	-0.1	-1	x	-3
Cc1ccc(S(=O)(=O)N(CC(=O)Nc2ccccc2C(=O)O)c2ccccc2)cc1	x	8	-5	6.9	-1	x	-4
O=C(NN1CCOCC1)c1ccccc1Br	-6	-1	1	x	-17	5	3
O=C(Nc1cccc(F)c1)N1CCCCN2[C@@H](CO)[C@@H](c3ccc(-c4ccncc4)cc3)[C@@H]2C1	x	x	4	1.1	15	-2	2
OC[C@@H](O)[C@H](O)C(/C=N/Nc1ccccc1)=N\Nc1ccccc1	-14	3	x	x	2	-3	0
CCOc1ccc(NC(=O)c2cc(Cl)nc3ccccc23)cc1	x	-1	-1	2.0	2	-5	-41
O=C(N/N=C/c1ccc(F)cc1)c1ccc(-n2cnnn2)cc1	-3	5	14	0.1	-10	1	1
O=C(Cc1ccc(F)cc1)NCCc1cnc[nH]1	-12	-1	0	-0.1	-8	1	-3
C[C@@H]1CN([C@@H](C)CO)S(=O)(=O)c2ccc(C#C[C@@H](C)O)cc2O[C@H]1CN(C)Cc1cccnc1	12	-7	-1	-0.2	-41	0	1
COc1ccc(S(=O)(=O)Nc2ccc3c(c2)CC(=O)N([C@H](C)CO)C[C@@H](C)[C@@H](CN(C)C(=O)Nc2ccc4c(c2)OCO4)O3)cc1	0	7	4	-0.1	-6	-2	0
C[C@@H]1CN([C@@H](C)CO)C(=O)c2cc(NC(=O)Cc3ccccc3)ccc2O[C@H]1CN(C)CC1CC1	x	32*	3	-0.2	5	x	x

Next part
molecule	C2C12 statin	DENV2 CPE	ERp5 block	E-selectin induc	S100A4 MyoIIA	PglD inh	SIRT5 block
Cc1ccn(CC(=O)N2CCCC(N3CCN(c4cccc(Cl)c4)CC3)C2)n1 (centres undefined)	-7	-1	4	x	-8	-6	-10
C[C@@H]1CCCCO[C@@H](CN(C)C(=O)Nc2cccc3ccccc23)[C@@H](C)CN([C@H](C)CO)C(=O)c2cc(NS(=O)(=O)c3ccccc3)ccc2O1	x	1	4	x	-4	1	1
COc1ccc2[nH]c3c(=O)n(CCCC(=O)NC4CCC(C)CC4)c(=S)[nH]c3c2c1 (centres undefined)	1	6	4	x	-5	0	-1
Cc1cc(C(=O)Nc2cccc3ccccc23)co1	13	-3	0	0.1	-4	-3	-1
COc1ccc(CN2C[C@@H](O)COC[C@H]3O[C@H](CC(=O)N(C)C)CC[C@@H]32)cc1	-25	-4	-3	-0.1	-2	-2	10
Cc1onc(-c2ccccc2)c1C(=O)Nc1ccc(S(=O)(=O)N2CCCCC2)cc1	18	18	4	x	3	1	x
O=C(c1ccc2c(=O)n3c(nc2c1)CCCCC3)N1CCN(c2ccccc2)CC1	6	-7	3	1.5	1	-4	-5
CN1C(=O)c2cc(NC(=O)c3cscn3)ccc2OC[C@H]2O[C@@H](CC(=O)N3CCOCC3)CC[C@@H]21	8	11	0	0.8	-12	1	-5
COc1cc(CCC(=O)N2CCN(c3cccc(C)c3C)CC2)cc(OC)c1OC	6	-6	-1	x	-1	5	-5
COc1ccc(NC(=O)CN2C(=O)NC(C)(c3ccc(C)cc3)C2=O)c([N+](=O)[O-])c1 (centres undefined)	x	0	1	x	-5	1	0
C[C@@H]1CN([C@H](C)CO)C(=O)c2cc(NC(=O)Nc3ccc4c(c3)OCO4)ccc2O[C@@H](C)CCCCO[C@@H]1CN(C)C(=O)CCC(F)(F)F	20	-6	-4	-0.3	57	0	3
COCCN1CCC(CNCc2c(C(=O)N3CCCCC3)nc3c(C)cccn23)C1 (centres undefined)	x	-3	4	-0.5	0	x	-3

(next part)
molecule	C2C12 statin	DENV2 CPE	ERp5 block	E-selectin induc	S100A4 MyoIIA	PglD inh	SIRT5 block
Cc1ccc(C)c(OCCC(=O)OCC(=O)NC2CCCC2)c1	-9	-3	3	x	-1	2	7
O=C(NNC(=O)c1cccc(S(=O)(=O)Nc2ccc(Cl)cc2)c1)c1ccc(=O)[nH]c1	7	0	13	-0.4	5	7	1
CN(C(=O)CSc1nnc(-c2n[nH]c3ccccc23)o1)c1ccccc1	x	0	-1	x	1	x	-3
O=C(C[C@@H]1C[C@@H]2c3cc(NC(=O)C4CCC4)ccc3O[C@@H]2[C@H](CO)O1)NCc1ccccc1	-7	4	-7	-0.8	10	2	1
CN1OC[C@@H]2CN[C@H](c3ccc(-c4ccc(C#N)cc4)cc3)C[C@@H]21	4	3	1	22	-35	1	4
CCNC(=O)C[C@@H]1CC[C@@H]2[C@H](COC[C@H](O)CN2C(=O)C2CCCC2)O1	-4	-4	-5	-0.2	-7	3	-2
C[C@@H]1CN([C@@H](C)CO)C(=O)c2cc(NS(=O)(=O)c3ccc(F)cc3)ccc2O[C@@H]1CN(C)C(=O)Nc1ccc2c(c1)OCO2	30	-2	-6	-12	9	-1	3
CCCc1cn(CC[C@@H]2CC[C@@H](NC(=O)C3CCCC3)[C@H](CO)O2)nn1	-5	4	3	0.0	10	1	3
COc1ccc(NS(=O)(=O)c2cc(C(=O)N3CCC3)ccc2C)cc1	1	-4	2	x	-10	3	-1
Cc1ccc(S(=O)(=O)N(C)C)cc1NC(=O)[C@H](Cc1ccccc1)N1C(=O)c2ccccc2C1=O	x	42*	1	x	7	x	x
O=C(NCC1CCCO1)C12CN(Cc3ccccc3)CC1C(c1cccc([N+](=O)[O-])c1)=NO2 (centres undefined)	7	-2	8	-0.1	0	0	-1
CCc1noc(C)c1C(=O)Nc1nc(-c2ccccc2)cs1	-36	-1	4	1.7	-10	0	-1

Following part.
molecule	C2C12 statin	DENV2 CPE	ERp5 block	E-selectin induc	S100A4 MyoIIA	PglD inh	SIRT5 block
Cc1ccc(-c2ccc3c(c2)O[C@@H](CN(C)Cc2ccncc2)[C@@H](C)CN([C@@H](C)CO)S3(=O)=O)cc1	-8	8	3	3.2	5	3	5
COc1ccccc1S(=O)(=O)N1CC[C@H]2[C@@H](CO)N(C)c3ccc(-c4ccc(C#N)cc4)cc3[C@H]21	-3	x	x	-0.9	x	-3	x
COc1cccc(NC(=O)NCC2CCN(Cc3ccc(F)cc3)CC2)c1	-13	-3	6	x	3	5	-3
COc1cccc(-c2ccc([C@H]3[C@H]4CN(C(=O)c5cccnc5)CC(=O)N4[C@H]3CO)cc2)c1	x	-2	11	0.0	43	x	-8
COc1cccc(C(=O)Nc2cccc(NC(=O)c3ccccc3Cl)c2)c1	-22	18	5	x	-3	3	3
CCCCc1ccc(NC(=S)N2CCCC2)cc1	-17	4	1	-0.2	0	4	-5
CCOc1ccccc1C(=O)NCC(=O)NCCCSc1ccccc1	14	18	-2	-0.8	3	3	-1
Cc1ccsc1C(=O)NNC(=O)c1ccccc1F	x	0	-2	-0.1	-4	x	x
Cc1ccc(N(CC(O)CN2CCCC2)S(=O)(=O)c2ccccc2)cc1 (centres undefined)	13	x	-4	x	-1	-7	-4
COc1ccc(-c2cc(C(=O)N3CCCC3)c3ccccc3n2)cc1OC	-1	-6	-1	0.2	1	1	0
CCOc1cccc(CN2CCCC(C(=O)Nc3ccc(-c4ccn[nH]4)cc3)C2)c1O (centres undefined)	15	1	5	x	-3	5	-1
COCCn1nnnc1C(c1cc2cc(C)ccc2[nH]c1=O)N1CCN(C2CCCCC2)CC1 (centres undefined)	-1	30*	-4	x	-2	-5	3

The results go on.
molecule	C2C12 statin	DENV2 CPE	ERp5 block	E-selectin induc	S100A4 MyoIIA	PglD inh	SIRT5 block
COc1cc2[nH]c(=S)n(Cc3ccc(C)cc3)c(=O)c2cc1OC	x	0	7	x	4	x	-6
CCC(=O)N(C)C[C@@H]1Oc2ncc(C#Cc3cccnc3)cc2C(=O)N([C@H](C)CO)C[C@H]1C	-12	12	0	-0.1	2	7	7
CC1C(=O)OC(c2ccc(Br)cc2)C(C)(C)C1=O (centres undefined)	4	-6	1	2.2	3	5	-3
C[C@H]1CN([C@@H](C)CO)C(=O)c2cccc(NC(=O)c3ccncc3)c2O[C@@H]1CN(C)Cc1ccc(-c2ccccc2)cc1	3	0	0	-12	11	10	8
CSCCC(C(=O)Nc1c(C)cccc1C)n1c(-c2cnc(C)cn2)nc2ccccc21 (centres undefined)	x	-12	1	-0.1	-3	x	x
Cn1cnc(S(=O)(=O)Nc2ccccc2C(=O)NCC2CC2)c1	x	4	6	6.8	-2	x	0
Cc1ccc(Nc2ccc(C(N)=O)cc2[N+](=O)[O-])cc1C	x	11	-1	0.8	-6	x	0
CN(CCc1ccccn1)C(=O)[C@@H](Cc1ccccc1)NC(=O)[C@H]1O[C@@H](n2ccc(=O)[nH]c2=O)[C@H](O)[C@@H]1O	x	-6	1	0.0	-24	x	3
Cc1cccc(Nc2c3c(nc4ccccc24)CCC3)c1	x	-5	2	0.1	1	7	-7
C[C@@H]1CN([C@H](C)CO)C(=O)c2cc(N(C)C)ccc2O[C@@H]1CN(C)S(=O)(=O)c1ccc(F)cc1	17	u	0	0.0	11	8	-2
CC(C)c1ccc(Nc2nc(CC(=O)O)cs2)cc1	x	-1	1	x	-6	x	0
COc1ccc(OC)c(-c2cc(C(=O)Nc3c(C)nn(Cc4ccccc4C)c3C)no2)c1	x	-4	1	x	-4	x	-1

Profiles, quoted from the list:
Cn1cnc(S(=O)(=O)Nc2ccccc2C(=O)NCC2CC2)c1 is listed as C2C12 statin = x; DENV2 CPE = 4; ERp5 block = 6; E-selectin induc = 6.8; S100A4 MyoIIA = -2; PglD inh = x; SIRT5 block = 0
COc1ccc(OC)c(-c2cc(C(=O)Nc3c(C)nn(Cc4ccccc4C)c3C)no2)c1 is listed as C2C12 statin = x; DENV2 CPE = -4; ERp5 block = 1; E-selectin induc = x; S100A4 MyoIIA = -4; PglD inh = x; SIRT5 block = -1

Continuation.
molecule	C2C12 statin	DENV2 CPE	ERp5 block	E-selectin induc	S100A4 MyoIIA	PglD inh	SIRT5 block
N#Cc1cnn2c(-c3cccc([N+](=O)[O-])c3)ccnc12	31	5	x	-1.0	1	2	-2
O=C(CC1CC1)Nc1ccc2c(c1)[C@@H]1C[C@H](CC(=O)N3CCc4ccccc4C3)O[C@@H](CO)[C@@H]1O2	-6	-9	0	-0.3	9	-1	5
CCN(CC(=O)Nc1c(F)cccc1F)C(=O)CCCOc1ccccc1	-4	-5	0	x	3	-2	-6
CCOC(=O)N1CCN(C(=O)c2cc3cc(C)ccc3[nH]2)CC1	15	-15	3	0.5	1	-2	2
C[C@@H]1CN([C@@H](C)CO)C(=O)Cc2cc(NS(=O)(=O)c3cn(C)cn3)ccc2O[C@H]1CN(C)Cc1ccc(C(=O)Nc2ccccc2N)cc1	x	107*	2	-0.1	-7	x	7
NCCNc1cc(N2CCCC2)ccc1[N+](=O)[O-]	6	12	-6	x	-7	-4	-2
C[C@@H]1CCCCO[C@@H](CN(C)Cc2ccc3c(c2)OCO3)[C@H](C)CN([C@@H](C)CO)C(=O)c2cc(NS(=O)(=O)c3cccs3)ccc2O1	x	112*!	x	-0.2	x	3&0	x
N#CC(CC(=O)OCc1ccccc1)NC(=O)OCc1ccccc1 (centres undefined)	x	-3	4	0.3	-1	5	-6
Cn1ccnc1CC(C)(O)c1ccccc1 (centres undefined)	11	-2	4	-0.9	-1	7	-1
C[C@@H](NC(=O)C[C@@H]1C[C@@H]2c3cc(NC(=O)c4cccnc4)ccc3O[C@@H]2[C@@H](CO)O1)c1ccccc1	9	u	-2	1.4	-9	-1	8
C[C@@H]1CN([C@H](C)CO)S(=O)(=O)c2ccc(C#CC3CCCC3)cc2O[C@H]1CN(C)C(=O)C1CC1	-64	-11	4	0.8	-5	4	9
CCOc1cc(/C=N/NC(=O)c2cccnc2)cc(Br)c1OCC(N)=O	x	-1	-2	5.3	0	x	-3
O=C1c2ccccc2C(=O)N1c1ncc(Cc2ccc(Cl)cc2)s1	x	16	0	-1.8	-4	x	-1

Compound activity (PubChem BioAssay)
